# Source: PubChem
# HUVEC tox TNFa = toxic to HUVEC cells under TNF alpha stimulation | HUVEC TNFalpha-stimulated, Hoechst cell count, imaging | cell count reduction, % at 2 µM | 0.17% of 93,000 active;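 active = cell count reduction exceeding the screen mean by over 5 SD, scaled to untreated wells per plate, cut at about 78% in these data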;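 also: cells counted after 24 h of TNF alpha exposure following the 1 h pretreatment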
# CYP2C9 inh = inhibitors of human CYP2C9. P11712. CYP2C9 Supersomes, luciferin-H conversion, luminescence. inhibition, % at 5 µM. 20% of 96,000 active;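 active = blocking of liver enzyme CYP2C9 beyond about 50% at 5 µM, limit read from the data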; also: values of inactives mirror those of a sister screen read the other way
# Target sequence (P11712 whole entry, looked up): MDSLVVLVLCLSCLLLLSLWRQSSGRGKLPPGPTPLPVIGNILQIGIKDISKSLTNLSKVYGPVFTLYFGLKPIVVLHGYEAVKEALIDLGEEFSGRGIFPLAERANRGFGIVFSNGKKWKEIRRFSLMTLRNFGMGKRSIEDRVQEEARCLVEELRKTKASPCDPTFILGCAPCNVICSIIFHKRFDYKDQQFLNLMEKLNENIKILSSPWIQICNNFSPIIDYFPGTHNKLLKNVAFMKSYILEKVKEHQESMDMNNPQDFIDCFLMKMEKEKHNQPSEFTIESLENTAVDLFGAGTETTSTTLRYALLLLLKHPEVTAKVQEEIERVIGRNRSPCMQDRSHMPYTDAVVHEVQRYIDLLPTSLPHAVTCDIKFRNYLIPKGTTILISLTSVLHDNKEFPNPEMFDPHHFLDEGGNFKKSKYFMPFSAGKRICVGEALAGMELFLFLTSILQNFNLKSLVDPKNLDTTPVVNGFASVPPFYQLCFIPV
# CYP2C19 act = activators of human cytochrome P450 2C19; 96,000 tested, under 10 active; activation factor at 5 µM; recombinant CYP2C19, luciferin-H EGE luminescence; active compounds read high; 0 = fully inhibited enzyme, 1 = untreated enzyme;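 active = activation factor of at least 2 at 5 µM in the primary screen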;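 also: 0 = wells with 2.5 mM tranylcypromine and 1 = vehicle-only wells; values of inactives mirror those of a sister screen read the other way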
# IL1B cytotox = HUVEC cytotoxicity counter-screen, IL-1B stimulated; 0.41% of 94,000 active; HUVEC cell count loss, Hoechst imaging; cell count reduction, % at 2 µM; AID 845;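 active = cell count reduction more than 3 SD above the screen-wide mean, cut at about 70% in these data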;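 also: normalized per plate to untreated control cells as the no-loss baseline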
# CYP2C9 act = increases human cytochrome P450 2C9 activity; P11712; recombinant CYP2C9, luciferin-H conversion, luminescence; active compounds read high; factor 1 = untreated enzyme, 0 = blocked; 1.4% of 96,000 active; activation factor at 5 µM;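 active = activation factor of 2 or more for CYP2C9 at a 5 µM dose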;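 also: 0 = sulfaphenazole-blocked wells and 1 = vehicle-only wells; values of inactives mirror those of a sister screen read the other way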
# Calb biofilm kill = kills Candida albicans biofilms | C. albicans biofilm + clotrimazole, Alamar Blue | inhibition, % at 6 µM | AID 834 | 0.14% of 85,000 active;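 active = inhibition above 20%; inactive = inhibition below 20%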;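 also: preformed 24 hr biofilms exposed to compound for 48 hr; 0% = biofilm without compound and 100% = blank killed by clotrimazole plus chlorhexidine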
# CYP2C19 inhib = inhibitors of human CYP2C19 | CYP2C19 Supersomes, luciferin-H EGE luminescence, 30 min | inhibition, % at 5 µM | 21% of 96,000 active | AID 778;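 active = CYP2C19 inhibition above a set limit at 5 µM in the primary screen, cut at about 50% in these data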;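 also: plate controls were negative control wells for no effect and 2.5 mM tranylcypromine positive control for full effect; values of inactives mirror those of a sister screen read the other way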
# VCAM1 TNFa inh = reduces TNF alpha induced VCAM1 expression in HUVEC; inhibition, % at 2 µM; AID 802; 0.48% of 95,000 active; HUVEC TNFa-induced VCAM-1 immunofluorescence, high-content imaging;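 active = inhibition above the batch mean plus 3 SD, with images confirmed as a hit by eye, cut at about 37% in these data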;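 also: 0% = TNF-stimulated DMSO wells and 100% = unstimulated control wells; not every result past the cut was called active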
# DAT uptake mod = changed human dopamine transporter uptake under cocaine IC80 | 1.3% of 110,000 active | Q01959 | B-score at 10 µM | LLC-PK1 hDAT cells, [14C]-dopamine uptake with cocaine IC80; actives deviate in either direction;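 active = Z score or B-score, a plate-position-corrected score, falls beyond the plate's 99.7% confidence bounds, in either direction; inactive = both scores lie inside the 99.7% bounds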;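 also: scored against the spread of the other compound wells on the same plate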
# Target sequence (Q01959 whole entry, looked up): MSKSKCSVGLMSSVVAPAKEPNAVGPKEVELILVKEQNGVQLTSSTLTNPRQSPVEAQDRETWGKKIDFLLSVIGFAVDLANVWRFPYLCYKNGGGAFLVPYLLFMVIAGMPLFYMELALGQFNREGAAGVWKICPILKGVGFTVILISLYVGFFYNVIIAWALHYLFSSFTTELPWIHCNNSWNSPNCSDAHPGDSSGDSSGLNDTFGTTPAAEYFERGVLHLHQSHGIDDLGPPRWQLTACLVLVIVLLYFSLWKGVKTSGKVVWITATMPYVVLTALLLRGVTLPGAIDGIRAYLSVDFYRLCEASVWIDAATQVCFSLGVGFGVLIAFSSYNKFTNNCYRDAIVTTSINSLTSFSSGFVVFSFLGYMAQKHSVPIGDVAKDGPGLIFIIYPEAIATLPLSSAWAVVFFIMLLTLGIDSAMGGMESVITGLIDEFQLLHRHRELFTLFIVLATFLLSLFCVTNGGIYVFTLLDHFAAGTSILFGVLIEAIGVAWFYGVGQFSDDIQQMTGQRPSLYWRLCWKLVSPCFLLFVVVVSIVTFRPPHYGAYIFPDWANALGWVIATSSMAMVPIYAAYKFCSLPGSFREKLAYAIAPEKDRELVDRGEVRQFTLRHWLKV
# * marks the source's active call; other numbers are inactive results; . = not tested or not shown. An excerpt; rates above refer to the full screens.
# A first look (2 entries):
smiles,CYP2C9 act,DAT uptake mod,CYP2C9 inh,HUVEC tox TNFa,VCAM1 TNFa inh,IL1B cytotox,Calb biofilm kill,CYP2C19 inhib,CYP2C19 act
COc1ccccc1-n1c(O)c(C=NCc2ccc3c(c2)OCO3)c(=O)[nH]c1=O,0.8,-0.19,18,-12,-16,-1,4,-1,1
C=Cn1ccnc1P(=S)(c1nccn1C=C)c1nccn1C=C,1,-1.3,0,-7,6,-2,10,-1,1

# This part in full (from the top)
smiles,CYP2C9 act,DAT uptake mod,CYP2C9 inh,HUVEC tox TNFa,VCAM1 TNFa inh,IL1B cytotox,Calb biofilm kill,CYP2C19 inhib,CYP2C19 act
COc1ccccc1-n1c(O)c(C=NCc2ccc3c(c2)OCO3)c(=O)[nH]c1=O,0.8,-0.19,18,-12,-16,-1,4,-1,1
C=Cn1ccnc1P(=S)(c1nccn1C=C)c1nccn1C=C,1,-1.3,0,-7,6,-2,10,-1,1
Nc1ccccc1C(=O)c1ccccc1,1,-0.61,4,-25,14,-18,10,24,0.8
CCc1ccc(N2C(=O)NC(=O)C(Cc3ccc(OC)cc3OC)C2=O)cc1 (stereo unspecified),0.9,0.0012,13,7,4,10,4,10,0.9
COC(=O)C(C)Oc1cc(C)cc2oc(=O)c3c(c12)CCCC3 (stereo unspecified),0.1,-1,92*,5,-2,6,4,55*,0.4
CCC1(c2ccccc2)C(=O)N(C)C(=O)N(C)C1=O,1.1,0.079,-12,9,19,8,-8,3,1
Cc1cccc(CSc2nc3c(cc2C#N)CN(C)CC3)c1,1,-0.37,1,2,-9,-2,.,70*,0.3
CSc1ncc(Cl)c(C(=O)O)n1 (tested in a mixture with another compound),1.3,-0.49,-26,-25,-1,5,5,-30,1.3
FC(F)(F)C1=NC(C(F)(F)F)=NP(N2CCOCC2)(N2CCOCC2)=N1,1.1,-0.36,-13,.,.,.,4,2,1
CCC(=O)c1cc(F)c(N2CCN(CC)CC2)cc1C,1.1,-0.0093,-7,-35,0,-2,5,2,1
COc1ccc(CCNCc2ccc(F)cc2)cc1OC,1.2,0.85,-16,-25,-2,19,4,52*,0.5
Cc1nc2ccccc2c(=O)n1-c1ccccc1C(F)(F)F,1.1,0.84,-9,9,13,-12,.,34,0.7
CCOC(=O)C1SC2(C(F)(F)F)CC1(O)c1c(C)cc(C)nc1O2 (stereo unspecified),1,0.43,3,-28,17,25,.,28,0.7
COc1cccc(N2CCN(Cc3ccc(Cl)cc3)CC2)c1,0.3,1,72*,-19,-19,-38,8,88*,0.1
CCC(=NCCCN(C)C)c1c(O)n(-c2ccc(OC)cc2)c(=O)[nH]c1=O,1.1,-1.6,-9,.,.,.,4,-18,1.2
CCCC(C)C1C(C#N)=C(N)Oc2c1c(=O)oc1ccccc21 (stereo unspecified),0.3,-0.5,70*,-6,-2,8,4,22,0.8
O=C(CSC1c2ccccc2-c2ccccc21)N/N=C/c1ccccc1O,0.5,0.86,53*,-20,11,1,6,59*,0.4
C=CCn1c(O)c(C(C)=NCc2cc(OC)cc(OC)c2)c(=O)[nH]c1=O,0.2,0.05,85*,-11,7,14,-1,83*,0.2
O=C(Nc1cccc(C(F)(F)F)c1)c1cccn(Cc2ccc3c(c2)OC(F)(F)O3)c1=O,0.4,-0.12,65*,3,-2,-28,.,20,0.8
CC(C)C12CN3CC(C(C)C)(CN(C1)C3c1cccnc1)C2=O (stereo unspecified),1,-0.43,1,-4,24,4,6,48,0.5

smiles,CYP2C9 act,DAT uptake mod,CYP2C9 inh,HUVEC tox TNFa,VCAM1 TNFa inh,IL1B cytotox,Calb biofilm kill,CYP2C19 inhib,CYP2C19 act
Cn1c(=O)cc(OCCCC(=O)N2CCC3(CC2)OCCO3)c2ccccc21,1,-0.68,0,-2,10,18,2,8,0.9
CC(C)CNC(=O)c1c(N)n(Cc2ccc3c(c2)OCO3)c2nc3ccccc3nc12,1,1.9,2,13,35,5,-1,-12,1.1
CN(C(=O)Oc1cccc2cccnc12)c1ccccc1,1.1,0.0038,-11,-3,-12,-8,.,39,0.6
CNC(=O)Oc1ccc2c(c1)C(=O)c1ccccc1CO2,0.6,0.51,40,-6,2,8,4,61*,0.4
CCOP(=O)(C#CC(C)(C)C)C(O)(c1ccccc1)C(F)(F)F (stereo unspecified),1.3,0.76,-29,-27,7,1,9,-24,1.2
O=c1[nH]c(=O)n(Cc2ccccc2)c(O)c1C=NCCCO,0.9,-0.21,14,.,-27,-14,7,2,1
O=C(c1ccccc1F)c1cn(CC(=O)N2CCCCC2)c2ccccc12,0.7,0.053,30,-1,6,8,-5,80*,0.2
CCC(=NCc1cc(OC)cc(OC)c1)c1c(O)n(C)c(=O)n(C)c1=O,0.2,-1.7,81*,-17,3,-10,4,29,0.7
CC12CN3CC(C)(CN(C1)C31CCSCC1)C2=O,1,0.017,-2,-19,9,-7,5,-3,1
O=C(CN1CCOCC1)c1cccc2ccccc12,1.3,1.1,-26,9,-6,-5,.,18,0.8
CC12CN3CC(c4ccccc4)(CN(C1)C31CCCCC1)C2=O,1.2,0.29,-24,-17,15,-14,6,14,0.9
CC1(C)CN=C(NCc2ccccc2Cl)S1,0.9,0.87,9,-16,21,-12,6,65*,0.4
CN1C(=O)NC(=O)C2(Cc3ccccc3N3CCOCC32)C1=O (stereo unspecified),0.9,0.88,8,-13,14,17,.,0,1
CCCCP(=O)(O)c1ccccc1,1.1,-0.053,-10,9,11,2,9,-12,1.1
CCCCn1c(O)c(C(C)=NCCN2CCCCC2)c(=O)[nH]c1=O,1,-2.2,4,-12,8,-83,5,3,1
O=C(COc1ccc(Cl)cc1Cl)N1CCN(C/C=C/c2ccccc2)CC1,0.4,0.4,56*,-4,0,.,2,43,0.6
ClCCNc1nc2ccc(Cl)cc2[nH]1,0.9,-0.2,12,31,7,-20,6,27,0.7
CCOc1ccccc1N1C(=O)NC(=O)/C(=C/c2ccc3c4c(cccc24)CC3)C1=O,4.1*,0.0019,-306,-9,21,-6,.,7,0.9
CC(=O)C1(c2ccccc2)CCNCC1,0.9,-0.25,5,-10,7,-16,7,1,1
Cc1cccnc1-n1c(CN2C(=O)c3ccccc3C2=O)nc2ccccc2c1=O,0.6,0.55,40,-12,-8,7,3,-6,1.1

smiles,CYP2C9 act,DAT uptake mod,CYP2C9 inh,HUVEC tox TNFa,VCAM1 TNFa inh,IL1B cytotox,Calb biofilm kill,CYP2C19 inhib,CYP2C19 act
CCOCCN1CCC(OC(C)=O)C(C)C1 (stereo unspecified),1.1,0.27,-6,76,63,4,.,-5,1
Cc1ccc2c(c1)C1CN(C)CCC1N2C(=O)Cn1cnc2c1c(=O)n(C)c(=O)n2C (stereo unspecified),1.1,.,-7,.,.,.,1,-2,1
O=C1NC(=O)C2(C(=O)N1)C(c1ccc(F)cc1)NC(=S)NC2c1ccc(F)cc1 (stereo unspecified),1.1,-1.4,-12,-7,1,6,.,-8,1.1
CCCCC1(CN2CCCC2=O)C(=O)NC(=O)NC1=O,.,0.11,.,0,-2,-3,5,.,.
CCCCn1c(O)c(C(CC)=Nc2ccc(OCC)cc2)c(=O)[nH]c1=O,0.8,0.53,20,-33,8,-22,-2,12,0.9
O=C(c1cc2nc(-c3ccccc3)cc(-c3ccccc3)n2n1)N1CCC2(CC1)OCCO2,0.1,2.2,95*,-27,35,-21,8,94*,0.1
CCOC(=O)[C@@]1(C#N)C(c2ccc(Cl)c(Cl)c2)[C@H](C(N)=O)N2C=C(C(C)=O)C=C[C@H]21 (stereo partly specified),1,-0.16,3,8,-8,-4,7,19,0.8
COCCOC(=O)C1=C(N)Oc2c(c(=O)oc3ccccc23)C1c1ccncc1 (stereo unspecified),0,0.37,97*,-5,-15,11,1,96*,0
CCCCCP(=O)(O)c1ccccc1,0.9,-0.85,8,7,-25,-8,6,3,1
CCN(c1ccc(C(O)(C(=O)OC)C(F)(F)F)cc1)S(=O)(=O)c1ccccc1 (stereo unspecified),0.2,0.58,79*,.,.,.,1,95*,0
COc1ccc(/C=N/N=C(/N)N[N+](=O)[O-])c(OC)c1,1,0.066,0,4,29,19,.,-1,1
Cc1cc(OC(=O)c2ccco2)c2c3c(c(=O)oc2c1)CCCC3,0.6,-0.011,44,-11,1,12,0,21,0.8
COP(=O)(CC(=O)O)c1ccccc1 (stereo unspecified),0.6,-0.24,45,6,-9,-9,6,18,0.8
CC(C)n1nnnc1CN1CCN(C)CC1,1.1,-0.31,-9,-12,-11,10,0,7,0.9
O=[N+]([O-])c1ccc(N2CCNCC2)cc1NC1CC1,1.1,.,-11,-23,-3,-65,.,-11,1.1
Nc1ccccc1C(=O)OCCOc1ccccc1,0.3,-0.26,74*,-27,-2,-12,5,92*,0.1
O=P1(NC2CCCC2)COc2ccccc2OC1,0.9,-0.17,10,-7,-16,-8,7,33,0.7
O=C(c1ccc(Cl)cc1)C12CN3CN(CN(C3)C1)C2,0.5,-0.43,48,7,6,-8,7,-5,1
COc1ccc(CC(=O)N2CCN(C)CC2)cc1,1,-1.5,2,-11,13,10,5,25,0.7
CN1CCN(CC(=O)Nc2ccc(Cl)cc2C(=O)c2ccccc2)CC1,1,0.84,3,-33,8,-3,-1,4,1

smiles,CYP2C9 act,DAT uptake mod,CYP2C9 inh,HUVEC tox TNFa,VCAM1 TNFa inh,IL1B cytotox,Calb biofilm kill,CYP2C19 inhib,CYP2C19 act
O=c1cccc2n1CC1CC2CN(Cc2ccc3c(c2)OCO3)C1 (stereo unspecified),0.5,0.78,52*,-4,14,-30,3,57*,0.4
CC(=O)N1CCC2(CC1)CC(=O)c1cc(OCC(=O)N3CCN(C)CC3)ccc1O2,1,-0.8,4,28,-1,-76,6,-5,1
O=C(COc1ccc(Cl)cc1)N1CCN(C/C=C/c2ccccc2)CC1,0.8,0.52,24,-3,5,-6,4,4,1
COc1ccc(-n2c(=O)[nH]c3ccccc3c2=O)cc1,1,-1.3,-3,-21,2,-11,2,-4,1
CCOc1ccc(-n2c(O)c(C=NCCN(CC)CC)c(=O)[nH]c2=O)cc1,1,1,4,-5,18,-1,-1,3,1
Cc1cccc(CS(=O)(=O)Cc2ccc(C(=O)N3CCC4(CC3)OCCO4)o2)c1,0.4,-0.23,58*,.,.,.,11,33,0.7
CC(C)c1cccc(C(C)C)c1OCCn1ccnc1,0.2,-0.43,78*,-13,8,8,1,99*,0
COc1ccc(Cn2c(O)c(C=NCCCn3ccnc3)c(=O)[nH]c2=O)cc1,0.4,0.26,63*,-5,6,-28,7,5,1
CNC(C(=O)c1ccccc1)C(OC(C)C)c1ccc(Cl)cc1 (stereo unspecified),0.6,-0.39,37,-5,9,19,2,63*,0.4
COc1ccc2c(c1)c(C(=O)O)c(C)n2CC(C)C,0.9,0.01,6,-15,-50,-4,8,85*,0.2
Cc1nc2ccccc2c(=O)n1-c1ccccn1,0.9,0.033,9,-38,-4,-18,.,13,0.9
O=C(C(Cc1ccccc1)NS(=O)(=O)c1cccc2nsnc12)N1CCC2(CC1)OCCO2 (stereo unspecified),0.6,0.33,37,-4,-17,-23,8,16,0.8
O=C(CCc1nc(-c2ccccc2F)no1)N1CCC2(CC1)OCCO2,0.8,-0.48,24,-26,9,-9,.,23,0.8
OC(Cc1ccccc1)(c1ccccc1)C1CN2CCC1CC2 (stereo unspecified),0.8,-0.8,22,.,1,-6,-1,20,0.8
O=C1CC(=O)N(c2ccc3c(c2)OCO3)C(=O)N1,1.2,0.14,-19,-13,2,-4,7,-18,1.2
COc1ccc(-n2c(O)c(C=NCCCn3ccnc3)c(=O)[nH]c2=O)cc1,1.1,.,-8,-1,-10,10,11,-2,1
COc1ccc(-n2c(O)c(C=Nc3c(C)n(C)n(-c4ccccc4)c3=O)c(=O)[nH]c2=O)cc1,0.9,-0.76,7,-22,7,18,.,-2,1
